Source: PubChem BioAssay
N370S GC mod = qHTS Assay for Inhibitors and Activators of N370S glucocerebrosidase as a Potential Chaperone Treatment of Gaucher Disease. Lysosomal acid glucosylceramidase (Homo sapiens), P04062. N370S GC spleen homogenate, 4MU-glucoside fluorescence. Potency, µM (titrated, usually from 59.4 µM), inactives show at the top dose activity change, negative = inhibition, most hits filed as inhibitors. 330,000 tested, 0.092% active. AID 2101, 2009; active = well fitted inhibition curve with a large enough effect; inconclusive = small, poorly fitted or top-dose-only effect, or effect the other way, or another doubt; inactive = no such curve, though single readings can be large or run the other way;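 note: 0% = full enzyme activity and -100% = no enzyme basal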
Starred values were filed as active, the others as inactive; ? = inconclusive; & = joins results of further samples; [ ] = dose if it differs, or a comment. Potency is the fitted concentration of half-maximal effect. The list is partial. The share of hits here may be higher or lower than overall.

SMILES	N370S GC mod
Cc1cc(C)c2c(-c3ccc(-c4ccc(C(F)(F)F)cc4)cc3)cc(=O)oc2c1	-5.9%
CO/N=C\c1ccc(C(=O)N2[C@H](c3ccc(C)cc3)[C@@H](C)CC[C@H]2C(=O)OC)cc1	-3.7%[12.8 µM]
Fc1ccccc1-c1nc(-c2ccccc2)oc1NC1CCCCC1	-5.3%
Cc1cc(C(C)C)n2c(nc3ccccc32)c1C#N	3.3%
CC1CCCN(S(=O)(=O)c2ccc(C(=O)Nc3nnc(C4=COCCO4)o3)cc2)C1 (stereo not given)	-3.8%
CCn1cc(C(=O)Nc2ccccc2)c(=O)c2ccc(C)nc21	-17.5%
C#CCOCCOCCOCCNc1nc(N2CCN(C(=O)[C@H](CCC(=O)O)n3cc(C(N)CC(C)C)nn3)CC2)nc(N2CCN(C(=O)[C@H](Cc3ccc(O)cc3)n3cc(C(N)[C@H](C)CC)nn3)CC2)n1 (stereo not given in full)	-4.7%
Oc1[nH]c2ccccc2c1N=Nc1ncnc2c1oc1ccccc12	1.0%
CCOCCn1c(CN2CCC(C)CC2)nc2c1c(=O)n(C)c(=O)n2C	5.3%
C#CCOC(=O)CCC(=O)Nc1cc(OC)nc(OC)n1	-21.7%
O=Cc1cccc(OC(=O)c2ccc(Cl)cc2Cl)c1	-8.8%
COC(=O)C(c1ccc(OC)c(OC)c1)C1c2ccccc2C=C(C)N1C(=O)OC (stereo not given)	19.6%
COc1ccc(OC)c(-n2c(=S)[nH]c3cc(C(=O)NCCCN4CCCC4=O)ccc3c2=O)c1	3.7%
Clc1nc2ccccc2nc1Cl	-11.0%
CCOCCn1c(=NC(=O)c2cc(Cl)sc2Cl)sc2cc(S(N)(=O)=O)ccc21	0.1%
CO[C@@H]1/C=C\CC(=O)N[C@@H](C)C(=O)OC[C@@H](OC)[C@H](C)CCCC(=O)OC[C@H]1C	?
CCCCCCCCCCCCC/C=C/[C@@H](O)[C@@H](N)COP(=O)(O)O	-8.5%&-6.9%
COc1ccccc1NC(=O)NCc1ccc2c(c1)OCO2	4.5%
CC(=O)N[C@@H](CSC/C=C(\C)CC/C=C(\C)CCC=C(C)C)C(=O)O	11.1%&-18.3%&-1.8%
COC(=O)[C@@]1(Cc2ccc(F)cc2)[C@H]2c3cc(C(=O)N4CCCC4)n(CCN4CNCC4=O)c3C[C@H]2CN1C(=O)c1ccccc1	-0.7%
COc1cc(OC)c2c(c1Cl)O[C@@]1(C2=O)[C@H](C)CC(=O)C[C@@H]1OC	2.9%[21.6 µM]
Cc1ccnc(NC(=O)c2ccc(Cl)cc2Cl)n1	11.7%
C1CCN=C(NC23CC4CC(CC(C4)C2)C3)CC1	2.4%
COC(=O)[C@@H]1C[C@@]2(O)[C@@H](O)[C@@H](O)[C@@H](O)C[C@H]2N1Cc1ccc(N2CCOCC2)cc1	-11.9%
CCOC(=O)C1=C(C)N=C2c3ccccc3C(=O)C2C1c1ccc(Br)cc1 (stereo not given)	5.4%
CC1CCC2C(=O)N3C(CCC(C)[C@H]3c3ccccc3Br)C(=O)N2C1c1ccccc1Br (stereo not given in full)	-4.9%[12.8 µM]
CCC1=C2CC[C@H]3C(=O)N(C)C(=O)[C@H]3[C@H]2[C@@]2(C)C(=O)N(CC(=O)OC)C(=O)N2C1=O	1.8%
CN(C)S(=O)(=O)c1cccc(NC(=O)c2ccc3c(c2)S(=O)(=O)N=C2CCCCCN23)c1	-6.7%
CN(C)c1cccc(OC2C=CC(C#Cc3ccccc3)OC2CO)c1 (stereo not given)	14.2%[12.8 µM]
Cc1csc(NC(=O)c2c(O)c3cccc4c3n(c2=O)CCC4)n1	4.5%
Cc1ccc(CC2(O)CCN(CCOc3ccc(O)cc3)CC2)cc1	-12.3%
Cc1cnc(SCCc2ccncc2)nc1C	-11.4%
Cc1ccccc1NC(=O)c1cnc(Nc2nc3ccccc3s2)nc1C	-1.5%
Cc1ccccc1OC1C=CC(C#Cc2ccc(Br)cc2)OC1CO (stereo not given)	-7.0%[12.8 µM]
CCCCCCN(C(=O)CCCCCN1C(=O)NC(c2ccc(Cl)cc2)C(C(=O)OCc2ccccc2)=C1C)C(C(=O)NCCCC)c1ccc(OCC(=O)OC)c(C(=O)OC)c1 (stereo not given)	0.4%&-6.9%
C=C1c2ccccc2O[C@H](C(=O)OCC)C1OC (mixture of isomers)	10.1%[89.1 µM]
O=C(N/C(=C\c1cn(-c2ccccc2)nc1-c1ccc(Cl)cc1)C(=O)N1CCOCC1)c1ccccc1	3.2%
O=C(/C=N/O)NCCCCNC(=O)/C=N/O	9.1%[12.8 µM]
Cc1nn(C2CCCO2)c(=O)nc1N (stereo not given)	10.6%
COc1cc2[nH]c3c(N4CCC(C(N)=O)CC4)ncnc3c2cc1OC	5.2%
CCC(CC)c1nnc(NC(=O)c2nn(C)c(=O)c3ccccc23)s1	4.0%
CO[C@@H]1COC(=O)C/C=C\[C@@H](C)COC(=O)[C@H](Cc2ccccc2)NC(=O)C/C=C\[C@H]1C	-8.3%[12.8 µM]
O=C(Nc1cccc(F)c1)c1cc(S(=O)(=O)N2CCC3(CC2)OCCO3)ccc1F	-10.0%
COc1ccc(C(OCCN2CCC[C@H](C(=O)O)C2)(c2ccc(OC)cc2)c2ccc(OC)cc2)cc1	1.9%
Cc1ccc(NC(=O)C2CCCCC2)c(O)c1	5.8%
Cc1ccc(/C(C#N)=C\c2cn(C)c3ccccc23)cc1	6.0%
CC(=O)OC[C@@H]1O[C@@H](O/N=C2/C[C@@H](O)[C@@H](O)[C@@H]3[C@@H]4C(=O)N(c5cccc(Oc6ccccc6)c5)C(=O)[C@H]4CC[C@H]23)[C@H](OC(C)=O)[C@H](OC(C)=O)[C@@H]1OC(C)=O	3.1%[12.8 µM]
COc1ccc(OC2C(O)COC2/C=C/c2ccccc2)cc1 (stereo not given)	8.4%&-11.5%[12.8 µM]
CC[C@H](C)[C@H](NC(=O)[C@H](CCCNC(=N)N)NC(=O)[C@@H](NC(=O)[C@H](CCCNC(=N)N)NC(=O)[C@H](CCCCN)NC(=O)[C@H](CCCNC(=N)N)NC(=O)[C@@H](NC(=O)[C@H](CC(N)=O)NC(=O)[C@@H](N)CS)[C@@H](C)O)[C@@H](C)CC)C(=O)N[C@@H](CCC(N)=O)C(=O)N[C@@H](CCCNC(=N)N)C(=O)NCC(=O)N1CCC[C@H]1C(=O)NCC(=O)N[C@@H](CCCNC(=N)N)C(=O)N[C@@H](C)C(=O)N[C@@H](Cc1ccccc1)C(=O)N[C@H](C(=O)N[C@H](C(=O)N[C@H](C(=O)NCC(=O)N[C@@H](CCCCN)C(=O)O)[C@@H](C)CC)[C@@H](C)O)C(C)C	-4.2%
CC1CCCN(c2nc3ccccc3nc2C(C#N)C(=O)OC2CCCCC2)C1 (stereo not given)	5.0%

Some of the entries so far, as labelled records:
COc1ccc(C(OCCN2CCC[C@H](C(=O)O)C2)(c2ccc(OC)cc2)c2ccc(OC)cc2)cc1
  N370S GC mod = 1.9%

Cc1ccc(NC(=O)C2CCCCC2)c(O)c1
  N370S GC mod = 5.8%

Cc1ccc(/C(C#N)=C\c2cn(C)c3ccccc23)cc1
  N370S GC mod = 6.0%

CC(=O)OC[C@@H]1O[C@@H](O/N=C2/C[C@@H](O)[C@@H](O)[C@@H]3[C@@H]4C(=O)N(c5cccc(Oc6ccccc6)c5)C(=O)[C@H]4CC[C@H]23)[C@H](OC(C)=O)[C@H](OC(C)=O)[C@@H]1OC(C)=O
  N370S GC mod = 3.1%[12.8 µM]

(cont.)
SMILES	N370S GC mod
CC[C@H](CC[C@H](C)[C@@H]1CC[C@@H]2[C@H]3CC=C4C[C@@H](O)CC[C@]4(C)[C@H]3CC[C@]21C)C(C)C	3.1%[21.6 µM]
O=C1[C@H]2[C@H]3[C@H](O)[C@H](O)C/C(=N/OC[C@@H](O)COCc4ccco4)[C@H]3CC[C@@H]2C(=O)N1C1CCCCC1	12.2%[12.8 µM]
Cc1ccc([N+](=O)[O-])c(N)c1	-2.3%
CCOc1ccccc1O[C@@H](c1ccccc1)[C@@H]1CNCCO1	22.1%
Cc1ccc2[nH]c(=O)c(CN(Cc3ccco3)C(=O)c3cccs3)cc2c1	2.2%
CCCCC/C=C\C/C=C\CCCCCCCC(=O)NCCc1ccc(O)c(O)c1	-6.5%
O=C(N/N=C/c1cccs1)c1cccc(NC(=O)c2ccc(Cl)cc2)c1	8.7%
COc1ccc2c(c1)O[C@H](c1cccc(C(F)(F)F)c1)[C@@H](O)C2=O	0.4%[12.8 µM]
O=C(O)c1ccccc1Nc1cc(Cl)cc(Cl)c1	3.9%
C/C(CCN1CCCCc2nc(C)c(C)cc21)=N\OC[C@@H](C)[C@H](OCc1ccccc1)C(C)C	-15.0%[12.8 µM]

Next part, starting with the last 2 of the part before.
SMILES	N370S GC mod
O=C(O)c1ccccc1Nc1cc(Cl)cc(Cl)c1	3.9%
C/C(CCN1CCCCc2nc(C)c(C)cc21)=N\OC[C@@H](C)[C@H](OCc1ccccc1)C(C)C	-15.0%[12.8 µM]
Cc1ccccc1C	-1.8%&9.5%
CCN(c1ccccc1)S(=O)(=O)c1cc2c3c(c1)CCN3C(=O)CC2	-23.1%
Oc1ccc(-c2nnc(-c3ccccc3)c(-c3ccccc3)n2)cc1	-1.3%
CCCCCCCC1=Cc2ccccc2C(C(C(C)=O)C(=O)OC)N1C(=O)OC (stereo not given)	7.4%[12.8 µM]
CS(=O)(=O)c1nc(-c2cccs2)cc(C(F)(F)F)n1	-8.5%
COc1ccccc1NC(=O)c1ccc(CSc2ncccn2)cc1	-3.8%
CCCC(=O)Nc1ncnc2c1ncn2C1OC2COP(=O)(O)OC2C1OC(=O)CCC (stereo not given)	-11.3%
COc1ccc2ccccc2c1-c1c(OC)ccc2ccccc12	-2.3%&-2.2%
COc1cc(N[C@@H](C)CCCN)c2ncccc2c1	5.1%[21.6 µM]
CCOC(=O)c1sc(NC(=O)c2cc3c(C)nn(-c4ccccc4)c3s2)nc1C	9.6%
Cc1ccc(S(=O)(=O)Nc2cccc(C(=O)Nc3cc(C)ccn3)c2)cc1	-1.3%
CCCCNC(=O)C(c1ccc(OCC(=O)OC)c(C(=O)OC)c1)N(CCc1ccccn1)C(=O)CCCCCN1C(=O)NC(c2ccc(-c3ccccc3)cc2)C(C(=O)OCc2ccccc2)=C1C (stereo not given)	-2.1%
COC(=O)C1=C(C)N(CCc2cc(OC)c(OC)c(OC)c2)C(=O)N[C@H]1c1ccc(Br)cc1	-0.8%&1.3%
Cc1c(C)c2c(c(C)c1O)CC[C@@](C)(C(=O)O)O2	11.3%[21.6 µM]
CCCc1nnc2n1N=C(c1ccc(-c3cc(Cl)ccc3Cl)o1)CS2	7.8%
CCC(=Nc1ccccc1)C1=C(O)CC(C)(C)CC1=O	-2.4%
CC#CCN1c2ccccc2[C@]23C[C@@H](C(=O)OC)N(C(=O)c4cccs4)C2=NC(C(=O)OC)=C(C(=O)OC)[C@H]13	1.1%[12.8 µM]
COc1cccc2c1C(=O)c1c(O)c3c(c(O)c1C2=O)C[C@](O)(C(=O)CO)C[C@H]3O[C@@H]1C[C@H](N)[C@H](O)[C@H](C)O1	-22.0%[21.6 µM]
Cc1nc(NCc2ccccc2)c2nc(-c3ccccc3)n(CC3CCN(C)CC3)c2n1	-8.4%
COc1ccc(-c2nc(-c3ccccc3)oc2Nc2c(C)cccc2C)cc1	-10.8%
CC(=O)N1[C@H](C)C=C[C@]1(Cc1ccccc1)C(=O)NCc1ccccn1	7.2%
Cc1ccc[n+](CC(=O)c2ccccc2)c1	-13.4%
Cc1ccc2c(Cl)cc(Cl)c(OCC(=O)Nc3cc(C)on3)c2n1	3.4%
Cn1c(=O)c2c(nc(SCCOc3ccc4ccc(=O)oc4c3)n2C)n(C)c1=O	0.5%
C[N+]1(C)CCC[C@H]1C(=O)[O-]	-5.7%
CN1c2cc3c(cc2N=C(c2ccc(C(=O)O)cc2)c2ccccc21)C(C)(C)CCC3(C)C	15.4%
COc1ccc(CNC(=O)C2CCN(S(=O)(=O)c3cccc4cccnc34)CC2)cc1	4.3%
N#CCCCS(=O)(=O)c1nnnn1C1CCCCC1	-4.0%
Cc1nc(NC2CCCCC2)c2nc(-c3ccccc3)n(CCN(C)C)c2n1	-21.9%
COC(=O)c1ccc(C#CC(NP(=O)(c2ccccc2)c2ccccc2)c2ccccc2)cc1 (stereo not given)	?
O=C(c1ccc2c(c1)OCO2)n1nnc2ccccc21	-2.0%
O=C(NC(=O)c1ccc(Cl)cc1)Nc1ccc(-c2cnco2)cc1	3.3%
CC1(C)CCC=[N+]1[O-]	3.9%
COc1cccc(C(N)CC(=O)O)c1 (stereo not given)	2.8%
CC(N)(C(=O)O)c1ccc(S(=O)(=O)O)cc1 (stereo not given)	-1.4%
COC(=O)C1=C(C(=O)OC)[C@@H]2N(Cc3ccccc3)c3ccccc3[C@@]23C[C@@H](C(=O)OC)N(S(=O)(=O)c2cccs2)C3=N1	6.3%[12.8 µM]
O=C(Nc1ccccc1C(=O)N1CCNCC1)c1ccco1	15.6%
CCCCn1c(SCC(N)=O)nnc1-c1cc(OC)c(OC)c(OC)c1	6.5%
C/C(=N\Nc1ccc(F)cc1F)c1ccc(F)cc1	17.0%
NC[C@@H]1O[C@@H](O[C@H]2[C@H](O)[C@H](O[C@@H]3O[C@H](CO)[C@@H](O)[C@H](N)[C@@H]3O)[C@@H](N)C[C@H]2N)[C@H](N)C[C@@H]1O	1.2%[21.6 µM]
COc1ccc(NCc2ccc(OC)c(OC)c2)cc1	-16.9%
CC[C@@]1(c2ccccc2)NC(=O)NC1=O	-9.5%
C#CCCCO/N=C1/C[C@@H](O)[C@@H](O)[C@@H]2[C@@H]3C(=O)N(c4cccc(Oc5ccccc5)c4)C(=O)[C@H]3CC[C@H]12	-3.1%[12.8 µM]
Cc1nn(Cc2ccc(Cl)cc2Cl)c(Cl)c1/C=N/NC(=O)CNc1cccc(C(F)(F)F)c1	-5.5%
CCCC[C@@H]1C[C@H]1C(NC(=O)c1ccc(C(F)(F)F)cc1)c1ccc(C(=O)OC)cc1 (stereo not given in full)	-2.2%
